Screening results as filed in PubChem BioAssay.
MCL1-BIM inh – inhibitors of human MCL1 binding to BIM-BH3 peptide; inhibition, % at 10.9 µM; Q07820; hit rate 0.68% among 320,000; GST-MCL1 / FITC-Bim-BH3 fluorescence polarization;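 active = inhibition above the mean inhibition of all tested compounds plus 3 SD, set per campaign, cut at about 40% in these data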;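 note: 0% = DMSO wells and 100% = unlabeled Bim-BH3 peptide control; higher means more loss of mP so more displacement of Bim peptide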
Efflux pump mplx – antifungal efflux pump inhibition, Nile Red retention. S. cerevisiae Candida pump triplex. AID 485275. hit rate 0.44% among 330,000. inhibition, % at 10 µM;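 active = plate passing quality check with inhibition over a set limit, or well fluorescence over plate mean plus 4 SD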;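 note: Nile Red retained in pooled yeast measured as flow cytometry median fluorescence; 0% = buffer negative control and 100% = Enniatin B positive control; higher means more Nile Red kept so more efflux inhibition; some compounds called inactive have numbers as strong as hits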
ZTA counter – ZTA (EBV) inhibition in EBNA-1 counter-screen; P03206; ZTA-DNA binding, fluorescence polarization; inhibition, % at 11 µM; hit rate 0.15% among 320,000; in the data active = inhibition above about 33%
Target sequence (P03206 whole entry, looked up): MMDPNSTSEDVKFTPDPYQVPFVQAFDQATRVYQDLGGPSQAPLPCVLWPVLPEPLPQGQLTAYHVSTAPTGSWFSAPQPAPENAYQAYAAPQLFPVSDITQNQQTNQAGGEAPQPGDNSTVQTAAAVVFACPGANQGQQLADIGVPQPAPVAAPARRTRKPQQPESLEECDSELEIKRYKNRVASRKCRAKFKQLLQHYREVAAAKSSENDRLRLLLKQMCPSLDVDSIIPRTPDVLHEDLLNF
Fam108B inh – blocks mouse Fam108B hydrolase in RBBP9 counter-screen; recombinant Fam108B, FP-Rh probe fluorescence polarization; AID 1947; inhibition, % at 9.51 µM; hit rate 0.33% among 300,000;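 active = inhibition above the screen mean inhibition plus 3 SD, computed separately per campaign, cut at about 18% in these data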;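 note: inhibitors lower polarization as less probe binds the enzyme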
Yeast superoxide – lowers age-related superoxide in aged yeast cells; hit rate 0.18% among 330,000; superoxide response (% of plate mean), % at 10 µM; S. cerevisiae aged cells, superoxide DHE fluorescence; active compounds read low;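 active = superoxide response under a set limit, about three screen SD below normal, cut at about 65% in these data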;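 note: yeast aged for seven days with compound at 30 °C before DHE staining; 100% = average MFI of all compound-treated wells on the plate with controls excluded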
MEX-5 binding – C. elegans MEX-5 TCR-2 RNA binding activity | Q9XUB2 | MEX-5/FITC-TCR2 RNA binding, fluorescence polarization; active compounds read low | activity score (negative = inhibition of binding), % at 10 µM | hit rate 0.38% among 300,000 | AID 1832;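 active = inhibition past about -25% in most replicates, and total fluorescence under double the plate's negative control median, limit read from the data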;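 note: 0% = DMSO and -100% = 5 µM competing unlabeled TCR2 RNA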
Bcl-xL primary – blocks human Bcl-xL binding to Bim BH3 peptide. Q07817. GST-Bcl-xL / FITC-Bim BH3 peptide fluorescence polarization. inhibition, % at 10.9 µM. hit rate 0.7% among 320,000;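 active = inhibition above the mean of all tested compounds plus 3 SD, cutoff set per campaign, cut at about 30% in these data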;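 note: 0% = DMSO wells and 100% = unlabeled Bim-BH3 peptide competitor; inhibitors lower millipolarization by displacing the labeled peptide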
Target sequence (Q07817 whole entry, looked up): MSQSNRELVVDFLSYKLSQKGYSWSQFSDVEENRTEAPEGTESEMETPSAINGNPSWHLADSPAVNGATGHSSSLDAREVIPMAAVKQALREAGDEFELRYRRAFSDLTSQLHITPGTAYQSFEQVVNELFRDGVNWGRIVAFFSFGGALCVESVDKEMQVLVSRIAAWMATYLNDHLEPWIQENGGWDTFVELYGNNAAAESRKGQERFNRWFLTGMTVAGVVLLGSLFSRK
GLD-1 TGE inh – GLD-1-TGE RNA interaction inhibition (C. elegans); purified GLD-1 + fluorescein TGE RNA, fluorescence polarization; inhibition, % at 5.96 µM; hit rate 0.44% among 320,000; AID 2280;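 active = percent inhibition above a per-plate cutoff, the plate mean of test compounds plus 3 SD, cut at about 30% in these data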;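 note: 0% = DMSO wells with GLD-1 and probe and 100% = wells lacking GLD-1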
Target sequence (Q17339 whole entry, looked up): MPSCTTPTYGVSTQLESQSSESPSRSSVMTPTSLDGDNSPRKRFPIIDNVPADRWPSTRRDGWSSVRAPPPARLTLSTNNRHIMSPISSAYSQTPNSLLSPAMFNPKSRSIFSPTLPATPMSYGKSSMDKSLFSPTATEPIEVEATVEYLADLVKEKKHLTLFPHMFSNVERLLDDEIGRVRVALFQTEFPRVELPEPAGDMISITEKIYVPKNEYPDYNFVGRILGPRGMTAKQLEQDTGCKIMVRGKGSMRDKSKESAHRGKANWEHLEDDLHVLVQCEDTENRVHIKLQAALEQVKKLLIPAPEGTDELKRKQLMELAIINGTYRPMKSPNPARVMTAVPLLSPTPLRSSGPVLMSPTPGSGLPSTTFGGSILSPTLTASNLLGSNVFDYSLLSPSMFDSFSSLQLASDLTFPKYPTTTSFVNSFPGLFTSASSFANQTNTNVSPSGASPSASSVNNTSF
EBNA-1 inh – blocks EBNA-1 binding to DNA; inhibition, % at 14.8 µM; hit rate 0.34% among 300,000; EBNA-1 DNA binding, fluorescence polarization; AID 1950; in the data active = inhibition above about 28%
An asterisk follows results filed as active; / = not tested or not shown.

A first look:
compound	MCL1-BIM inh	Efflux pump mplx	ZTA counter	Fam108B inh	Yeast superoxide	MEX-5 binding	Bcl-xL primary	GLD-1 TGE inh	EBNA-1 inh
COc1cccc(CN2C(=O)C(C)Oc3ccccc32)c1 (configuration not stated)	0	0.0	-3	2	94	1.4	-2	1	7
COc1ccc(OC)c(NC(=O)C2C3C=CC(C3)C2C(=O)NCc2ccccn2)c1 (configuration not stated)	10	0.1	6	2	100	1.4	4	9	-1

The whole of this part, repeating the preview:
compound	MCL1-BIM inh	Efflux pump mplx	ZTA counter	Fam108B inh	Yeast superoxide	MEX-5 binding	Bcl-xL primary	GLD-1 TGE inh	EBNA-1 inh
COc1cccc(CN2C(=O)C(C)Oc3ccccc32)c1 (configuration not stated)	0	0.0	-3	2	94	1.4	-2	1	7
COc1ccc(OC)c(NC(=O)C2C3C=CC(C3)C2C(=O)NCc2ccccn2)c1 (configuration not stated)	10	0.1	6	2	100	1.4	4	9	-1
CC12CCC(C1)C(C)(C)C2NS(=O)(=O)c1ccc(F)cc1 (configuration not stated)	2	0.6	-4	/	117	/	-4	2	/
O=C(COc1ccccc1Cl)Nc1ccc(NC(=O)c2ccco2)cc1	-2	0.1	0	-3	103	2.0	0	-9	9
Cn1c(CN2CCOCC2)nnc1SCC(=O)NCCc1ccccc1	3	-0.1	2	0	86	-0.9	2	1	0
COCCN(CCOC)Cc1c(C)[nH]c2ccccc2c1=O	7	0.0	-5	-3	110	-1.3	5	8	5
C/C(CC(=O)NCc1ccco1)=N\NC(=O)c1ccc([N+](=O)[O-])cc1Cl	0	0.0	0	-1	103	1.5	2	5	5
Cc1cc(OCC(=O)N2CCC[C@@H]2C(=O)O)c2c(C)c(C)c(=O)oc2c1	-4	0.1	-1	4	94	0.4	1	0	5
CCC(C)NC(=O)c1ccc(CN2CCc3ccccc3C2)cc1 (configuration not stated)	-1	0.1	-11	1	107	-0.6	3	-4	-1
COc1ccc(OCC(=O)Nc2ccc(N3CCC(C)CC3)cc2)cc1	-2	0.0	6	0	101	1.2	0	-5	1
NS(=O)(=O)c1ccc(CNS(=O)(=O)c2ccc(Cl)nc2)cc1	1	0.0	1	0	98	-0.2	7	8	0
CCOC(=O)C1=C(C)NC(=O)NC1c1ccc(Cl)cc1Cl (configuration not stated)	-4	0.0	8	2	97	-3.0	4	-4	11

compound	MCL1-BIM inh	Efflux pump mplx	ZTA counter	Fam108B inh	Yeast superoxide	MEX-5 binding	Bcl-xL primary	GLD-1 TGE inh	EBNA-1 inh
COc1ccc(CNC(=O)COC(=O)CCCOc2ccc(Cl)cc2Cl)cc1	-2	0.5	-3	4	117	-0.5	3	-3	1
Cc1cc(C)n(-c2nc(NCC(C)O)c3c4c(sc3n2)CCCC4)n1 (configuration not stated)	3	-0.2	-1	0	96	5.8	1	5	-1
COc1ccc(Br)cc1CN(C)CC(O)COc1ccc(Br)cc1 (configuration not stated)	-8	0.0	-8	0	80	2.7	-7	4	-4
CSc1ncc(CN2CCc3c([nH]c4ccccc34)C2c2cccc(C)n2)cn1 (configuration not stated)	3	-0.1	-1	1	112	-4.5	-1	-4	-3
CCOc1ccccc1C1C(C#N)=C(N)Oc2cc(C)n(C)c(=O)c21 (configuration not stated)	4	0.0	5	1	102	-1.5	6	-3	-6
COc1ccc2c(c1)NC(c1ccc(N(C)C)cc1)c1cccn1-2 (configuration not stated)	-14	0.0	9	4	112	-19	-5	-128	3
Cc1ccc(C(=O)N/N=C/c2cccc(OC(=O)/C=C/c3ccco3)c2)cn1	22	-0.1	6	-4	104	-3.0	9	3	4
Cc1cc(OCCCCOc2ccc(S(N)(=O)=O)c(C)c2)ccc1S(N)(=O)=O	1	0.0	-11	1	108	1.9	2	-10	2
C=CCn1c(O)c(N=NC(=S)Nc2cccc(C)c2)c2ccccc21	-1	-0.1	-21	3	108	-2.5	1	7	3
N#C/C(=C\c1cccnc1)C(=O)Nc1ccc(Cl)cc1	12	0.0	-9	4	91	-0.4	6	2	12
COc1ccc2c(c1)CCCC21NC(=O)N(CC(=O)c2cc(F)ccc2F)C1=O (configuration not stated)	0	-0.2	-3	/	73	/	1	-5	/
CC1Cc2ccccc2N1C(=O)CN(C)CC(=O)Nc1cccc(F)c1 (configuration not stated)	5	-0.2	7	/	76	/	0	5	/

compound	MCL1-BIM inh	Efflux pump mplx	ZTA counter	Fam108B inh	Yeast superoxide	MEX-5 binding	Bcl-xL primary	GLD-1 TGE inh	EBNA-1 inh
COc1cc(/C=C/C(=O)OCC(=O)NC(=O)NC(C)(C)C)cc(OC)c1OC	0	0.7	3	-2	93	-1.5	-2	5	-2
Cc1ccc(NC(=O)COc2ccccc2C#N)cc1S(=O)(=O)N1CCCCCC1	-4	-0.1	11	/	112	/	-7	1	/
Cc1ccc(S(=O)(=O)NNC(=O)c2ccc(F)cc2)cc1	7	0.2	-15	-6	83	-1.6	0	-4	0
Cc1csc(NC(=O)CSc2nnc(-c3ccoc3C)o2)n1	-1	0.0	-6	-2	113	1.7	-4	-5	0
Cc1nc(-c2nc(-c3c(C(=O)NNC(=O)Nc4cccc(Cl)c4)noc3C)cs2)cs1	14	0.2	-9	-2	98	24	7	5	-16
CCn1cc(CN2CCN(Cc3ccsc3)C(CCO)C2)cn1 (configuration not stated)	8	0.0	9	-3	103	-0.6	9	-1	-2
CCOC(=O)c1cccc(N2C(=O)Nc3ccccc3N2O)c1	2	0.1	-7	-4	85	-0.1	8	4	9
Cc1cc(/C=C2/C(=N)N3C(=NC2=O)SN=C3S(C)(=O)=O)c(C)n1-c1ccccc1	13	-0.4	0	-2	103	-0.1	11	0	-3
CC(=O)Nc1cc(-c2nn3c(C)nnc3s2)ccc1C	-5	-0.2	-1	-1	106	-0.4	-6	-5	12
CC1CC(=O)Nc2ccccc2N1C(=O)COc1ccc2cc(Br)ccc2c1 (configuration not stated)	-5	-0.2	-4	/	94	/	-2	0	/
Cc1cc(C)c(S(=O)(=O)c2cccc(Br)c2C)c(=O)[nH]1	-8	-0.1	10	5	96	2.3	-2	-5	9
O=C(NCc1ccc(F)cc1)C1CCCN(C(=O)Nc2ccccc2)C1 (configuration not stated)	-2	0.1	2	0	104	-0.2	-2	-7	-8

compound	MCL1-BIM inh	Efflux pump mplx	ZTA counter	Fam108B inh	Yeast superoxide	MEX-5 binding	Bcl-xL primary	GLD-1 TGE inh	EBNA-1 inh
CCOC(=O)C1(Cc2cccc(OC)c2)CCN(Cc2cnc(N)nc2)CC1	3	0.0	2	-2	99	-0.1	9	-4	-5
CC1C(C#N)=C(N)OC2=C1C(=O)CC(c1ccccc1)C2 (configuration not stated)	3	0.1	-5	4	90	0.1	0	3	2
O=C(CN1CCOc2ccccc21)N1CCN(c2cccc(Cl)c2)CC1	8	0.1	-12	7	106	0.9	11	5	-2
O=C(COc1ccccc1O)NNc1ccccc1	-3	0.0	-1	4	84	-0.9	4	-4	1
Cc1cccc(NC(=O)c2sc(NC(=O)COc3ccccc3)c(C#N)c2C)c1C	-3	0.5	1	2	93	1.4	1	2	2
Cn1c(=O)n(C)c2cc(/C=N/NC(=O)c3ccncc3)ccc21	5	0.3	12	1	100	-0.7	-2	5	-20
O=C(CN(CCc1ccccc1)S(=O)(=O)c1ccc(Cl)cc1)N/N=C/c1ccc2c(c1)OCO2	-2	-0.2	17	-2	123	2.7	0	3	17
O=C(CN(C(=O)CCC(=O)Nc1nccs1)c1ccccc1F)NCc1ccccc1	-4	0.1	9	-6	109	-5.5	1	-2	-1
COC(=O)c1ccc(C(c2c(C)n(C)n(-c3ccccc3)c2=O)c2c(C)n(C)n(-c3ccccc3)c2=O)cc1	3	-0.1	5	0	104	1.7	3	-6	1
CCCCCCNC(=O)Cc1c(O)c2ccccc2[nH]c1=O	2	0.0	6	-2	100	-0.4	4	0	8
O=C(Nc1cc(Cl)ccc1F)C1=COCCO1	-3	-0.1	-9	-2	96	2.1	4	-2	-2
CC(C)(CN1CCc2ccccc2C1)NS(=O)(=O)c1ccccc1	0	0.0	-3	0	93	-3.0	3	-1	8

compound	MCL1-BIM inh	Efflux pump mplx	ZTA counter	Fam108B inh	Yeast superoxide	MEX-5 binding	Bcl-xL primary	GLD-1 TGE inh	EBNA-1 inh
Cc1nn(CC(=O)NCCc2ccccc2)c(=O)c2cc3occc3n12	3	0.1	-5	0	94	-3.5	2	0	-1
CC1CCCN(CCCNC(=O)CN2C(=O)COc3ccc(S(=O)(=O)N4CCOCC4)cc32)C1 (configuration not stated)	-4	-0.2	2	0	111	-2.1	0	3	9
CS(=O)(=O)c1sc2nc(-c3cccs3)cc(-c3ccccc3)c2c1N	-3	0.2	13	5	114	1.7	23	53*	9
O=C(NCCCN1CCCC1=O)[C@H](CSCc1ccccc1)N1Cc2ccccc2C1=O	8	0.1	-20	-3	106	-0.6	-1	-2	-8
COc1ccc2oc(=O)c(/C(C)=N/Nc3nc(-c4cc(C)ccc4C)cs3)cc2c1	1	0.1	-1	-3	81	-0.6	2	-2	4
O=C(NCc1ccc(Cl)cc1)C1CCC(CNc2c(N3CCCC3)c(=O)c2=O)CC1 (configuration not stated)	6	-0.3	-2	1	89	/	11	1	17
CC(CNC(=O)C(C)(C)C)NC(=O)C(C)(C)C (configuration not stated)	5	-0.2	-9	-1	111	0.2	0	0	-5
COc1ccc(/C=C(\NC(=O)c2cccs2)C(=O)NC(C)(C)C)cc1OC	-5	-0.1	-4	1	103	1.8	4	-1	-17
Cc1ccc(OCc2nnc(SCC(=O)N3CCc4ccccc43)n2C)cc1	2	-0.1	17	1	92	1.5	7	7	10
O=C(c1ccc(Cl)cc1)n1cnc2ccccc21	2	-0.1	8	-4	97	0.0	1	5	1
CSCCC(NC(=O)COc1ccccc1)C(=O)Nc1ccc(C)cc1 (configuration not stated)	5	-0.2	2	0	100	-1.0	6	3	15
O=C(COC(=O)c1n[nH]c2ccccc12)Nc1ccccc1	6	-0.1	12	-1	92	-1.8	3	2	-6
O=C(O)c1ccccc1CSc1nc2ccccc2s1	11	0.1	20	-2	107	0.9	16	3	-5
CCCSC(=S)NC1CCS(=O)(=O)C1 (configuration not stated)	2	-0.1	1	1	89	-2.0	1	-1	6

The order is random. Share with any hit: about 2.3%.
